# Bioassay records deposited in PubChem by several laboratories.
# D1 mod: D1 CRE-luciferase signal change, two-sided – cell-based, HEK293 D1, dopamine EC30, D1 allosteric modulator project, primary screen; D(1A) dopamine receptor (Homo sapiens), P21728; AID 641, 2007; B-score at 10 µM; 58,000 compounds, 5.9% hits; dopamine EC30 potentiation; actives deviate in either direction;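 active = luminescence count or its row- and column-corrected plate score outside the 99.7% band of the plate's sample wells, on either side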
# NADH coupling: inhibitors of PK/LDH coupling enzymes, profiling panel, artefact control, biochemical, MLSMR library. coupled PK/LDH NADH assays, four targets. IC50, µM (titrated, usually from 10 µM), without a hit: at the highest dose inhibition. 65,000 compounds, 0.02% hits;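 active = single-dose screening hits from any of four coupled enzyme assays that gave an IC50 when retested across doses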;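 also: the DPM-DC format reads NADH fluorescence rather than 340 nm absorbance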
# M1 agonist: M1 muscarinic receptor agonists, primary screen, CHO-M1 cells, Fluo-4 calcium, agonist mode; AID 626, 2007; B-score at 10 µM; 64,000 compounds, 3% hits; Muscarinic acetylcholine receptor M1; Fluo-4 calcium fluorescence; hits give high values;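 active = fluorescence rise, raw or as B-score row- and column-corrected plate score, outside the 99.7% band of its plate's samples, either direction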
# HTR1A agonist: human 5-HT1a receptor agonists, primary screen, cell-based, CHO, Ga15 NFAT-bla reporter | CHO 5-HT1a Ga15 NFAT-bla reporter, FRET ratio; 0% basal, 100% maximal reference agonist | activation, % at 10 µM | 65,000 compounds, 0.56% hits;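 active = activation above the screen-wide mean activation plus 3 SD, cut at about 19% in these data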;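 also: 0% = DMSO wells and 100% = 5-CT at EC100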
# M1 antagonist: antagonists of rat M1 muscarinic receptor; 64,000 compounds, 3.4% hits; CHO-M1 cells, Fluo-4 calcium, ACh EC80 antagonist mode; hits give low values; B-score at 10 µM; AID 628, 2007;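 active = calcium fluorescence response, raw or row-and-column corrected B-score, differing from the plate sample mean either way at a set confidence level, mostly lower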
# E coli RNAP: E. coli RNAP inhibitors, biochemical; DNA-directed RNA polymerase subunit beta (Escherichia coli (strain K12)), P0A8V2; E. coli RNA polymerase, fluorescence transcription assay; inhibition, %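 (tested at 10 µM)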; 62,000 compounds, 0.2% hits; AID 559, 2006; in the data active = inhibition above about 20%;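 also: 0% = enzyme without compound and 100% = no enzyme blank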
# Target sequence (P0A8V2 whole entry, looked up): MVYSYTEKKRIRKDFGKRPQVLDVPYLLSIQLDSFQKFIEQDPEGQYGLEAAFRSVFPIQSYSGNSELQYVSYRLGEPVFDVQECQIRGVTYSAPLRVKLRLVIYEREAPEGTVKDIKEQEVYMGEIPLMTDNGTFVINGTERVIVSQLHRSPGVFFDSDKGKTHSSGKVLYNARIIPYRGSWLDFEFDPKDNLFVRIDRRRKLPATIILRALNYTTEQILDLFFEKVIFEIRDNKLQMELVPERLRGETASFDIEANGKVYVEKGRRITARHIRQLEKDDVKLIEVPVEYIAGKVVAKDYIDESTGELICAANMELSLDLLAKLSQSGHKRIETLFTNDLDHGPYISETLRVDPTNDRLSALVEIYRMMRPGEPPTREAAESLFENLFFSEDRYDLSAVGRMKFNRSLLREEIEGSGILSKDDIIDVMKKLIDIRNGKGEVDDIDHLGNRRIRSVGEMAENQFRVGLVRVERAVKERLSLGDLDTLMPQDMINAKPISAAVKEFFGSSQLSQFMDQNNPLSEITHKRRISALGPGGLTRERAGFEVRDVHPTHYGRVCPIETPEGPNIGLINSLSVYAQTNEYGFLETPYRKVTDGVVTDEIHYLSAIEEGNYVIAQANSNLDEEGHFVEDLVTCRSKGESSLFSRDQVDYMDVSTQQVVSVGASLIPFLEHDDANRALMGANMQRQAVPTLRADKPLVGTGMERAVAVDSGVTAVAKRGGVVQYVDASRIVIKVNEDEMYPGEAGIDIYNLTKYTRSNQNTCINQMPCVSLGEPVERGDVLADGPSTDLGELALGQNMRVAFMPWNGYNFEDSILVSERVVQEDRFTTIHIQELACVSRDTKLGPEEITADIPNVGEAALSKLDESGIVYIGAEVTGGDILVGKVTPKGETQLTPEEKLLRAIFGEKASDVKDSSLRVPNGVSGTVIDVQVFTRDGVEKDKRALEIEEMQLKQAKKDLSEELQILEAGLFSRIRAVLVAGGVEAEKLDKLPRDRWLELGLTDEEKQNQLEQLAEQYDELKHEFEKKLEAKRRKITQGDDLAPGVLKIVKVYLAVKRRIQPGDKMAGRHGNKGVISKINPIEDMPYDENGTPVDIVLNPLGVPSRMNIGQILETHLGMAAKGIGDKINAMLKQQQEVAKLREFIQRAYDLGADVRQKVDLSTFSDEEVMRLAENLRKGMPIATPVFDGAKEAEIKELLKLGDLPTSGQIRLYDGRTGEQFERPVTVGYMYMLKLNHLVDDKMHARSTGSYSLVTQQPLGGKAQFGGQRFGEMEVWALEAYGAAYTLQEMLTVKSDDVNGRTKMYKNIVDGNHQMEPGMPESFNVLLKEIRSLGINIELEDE
# Her2 expr inh: inhibitors of Her2 protein expression, primary screen, SKBR-3 cells, AlphaScreen, 66K library. SKBR-3 HER2 protein level, 18-24 h; hits give low values. HER2 level % of control, % at 10 µM. 65,000 compounds, 0.69% hits. Receptor tyrosine-protein kinase erbB-2 (Homo sapiens), P04626. AID 645, 2007;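 active = HER2 level under 5% of the carrier-only control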;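 also: 100% = DMSO carrier and 0% = 500 nM PU-H71 HSP90 inhibitor; lower value means stronger loss of Her2 protein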
# Autofluor 339: intrinsic fluorescence of library compounds, ex339/em460 – biochemical, MLSMR library, data from DPM-DC assay, artefact control, profiling panel | AID 709, 2007 | 65,000 compounds, 5.5% hits | fluorescence fold increase at 10 µM | compound autofluorescence, ex339/em460 nm, NADH buffer; hits give high values; 1 = no-compound wells, NADH background;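 active = at 10 µM, mean starting fluorescence two-fold or more over control wells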;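 also: signal is the first read of a kinetic run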
# Hsp90 block: tumor Hsp90 inhibitors, primary screen, cell lysate, fluorescence polarization, NCI-N417 lysate. Cy3B-geldanamycin FP displacement. Heat shock protein HSP 90-alpha (Homo sapiens), P07900. 64,000 compounds, 0.35% hits. AID 429, 2006. inhibition, % at 30 µM;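 active = inhibition above 50%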;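 also: 0% = tracer plus lysate wells and 100% = tracer alone without lysate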
# * hit, by the source's call; / = not tested or not shown; [ ] = remark or other dose.
SMILES,D1 mod,NADH coupling,M1 agonist,HTR1A agonist,M1 antagonist,E coli RNAP,Her2 expr inh,Autofluor 339,Hsp90 block
CCOC(=O)N1CCN(C2CC(=O)N(c3ccc(F)cc3)C2=O)CC1 (centres undefined),-0.339,4.0%,1.09,-3.3,-0.158,4.8,131.9,1.07,-1.0
CCOc1ccc(-c2nc(C#N)c(N3CCN(C)CC3)o2)cc1,-0.623,2.0%[fluoresces],0.88,-2.0,0.146,-10.7,148.4,2.92*,0.6
Cc1cc(NC(=O)CCS(=O)(=O)c2nc(-c3ccccc3)cc(C(F)(F)F)n2)no1,1.42,2.0%,/,1.4,/,-6.9,/,1.1,-2.6
CN1CCN(C(=O)c2cc3sccc3n2CC(=O)c2ccccc2)CC1,-2.44,7.0%,0.331,-1.4,-0.578,/,102.3,1.1,-2.4
O=C1NCCCc2c1oc1cc(Br)c(O)c(Br)c21,/,6.0%,-1.87,0.2,-0.599,4.0,73.3,1.01,2.4
CCC1CCCCN1Cc1nc2c(c(=O)n(C)c(=O)n2C)n1CCCc1ccccc1 (centres undefined),0.163,1.0%,0.0475,-1.7,-0.981,2.3,71.1,1.01,-1.6
CN(C(=O)c1ccno1)c1nnc(-c2cnccn2)s1,-0.5,13.0%,-0.736,0.4,0.0477,4.2,72.0,1.36,-2.6
C=CCOC(=O)C1C(=O)CC(C)(O)C(C(=O)OCC=C)C1c1ccc(OCC)cc1 (centres undefined),/,4.0%,0.182,-1.6,1.05,3.5,95.9,1.08,1.8
O=C(c1ccc(Cl)cc1)c1nnc(-c2ccncc2)o1,-0.154,3.0%,-0.862,-3.4,-0.618,4.0,108.6,1.1,/
CC1=Nn2c(nnc2-c2ccco2)SC1,0.0899,10.0%,0.0204,-7.6,0.59,-9.7,92.1,1.14,1.0
O=C(CSc1nnc2c3c4c(sc3ncn12)CCCC4)NCc1ccco1,0.78,5.0%,-0.143,-0.6,0.301,10.1,99.5,1.09,0.0
O=C1N/C(=C\c2ccccc2)c2ccccc21,-0.234,4.0%,0.257,-3.3,-0.195,5.7,51.8,1.18,-3.2
O=C(CCCCn1c(=O)[nH]c2ccsc2c1=O)NCc1cccnc1,0.324,3.0%,0.224,-1.9,0.0168,3.0,81.8,0.96,-5.7
CC(C)Cn1cc(C(=O)N2CCN(c3ccccn3)CC2)c2c3ccccc3n(C)c2c1=O,-0.15,5.0%,2.14,-0.1,-0.483,1.7,90.0,2.09*,-4.9
Cc1nc(=O)c(-c2ccccc2)c(C)n1CC1CCCO1 (centres undefined),-0.811,5.0%,-0.496,0.5,-0.143,7.4,88.0,1.08,-2.9
CCOCC(=O)Nc1cccc(C(=O)OCC)c1,-1.01,6.0%,0.0231,-2.2,-0.0452,1.8,94.6,1.12,-1.1
CCNc1nc(Oc2ccc(=O)n(-c3ccccc3)n2)nc(N2CCOCC2)n1,10.3*,5.0%,0.0103,-0.4,1.52,2.2,134.4,1.08,3.4
C/C(NCc1cccnc1)=C(\C#N)C(=O)NCc1ccccc1,0.748,7.0%,0.636,-4.2,2.15*,6.1,152.3,1.11,-0.6
Cc1cc(-c2ccccc2)nc2cc(C(N)=O)nn12,9.44*,8.0%,0.447,-0.6,-1.28,8.7,83.1,2*,-1.2
CC(C)C(c1nnnn1C1CCCCC1)N1CCOCC1 (centres undefined),0.0835,6.0%,0.293,-2.8,0.0671,2.9,91.5,1.08,-3.0
CCN(CC)S(=O)(=O)c1cc(-c2nnc(-c3ccc(Br)cc3)o2)ccc1Cl,-0.678,3.0%,-0.483,1.9,-0.055,8.8,88.0,1.14,-5.3
Fc1cccc(Cl)c1CSc1nnc(COc2cccc3cccnc23)o1,0.536,0.0%,0.857,1.7,-1.23,-3.2,87.9,1.13,-1.0
O=C(CSc1nccn1-c1ccccc1)N1CCc2ccccc21,0.182,3.0%,0.0206,-4.7,0.326,-1.6,97.1,1.11,-0.1
CCN1C(=O)C2(C(C#N)=C(N)Oc3c2c(C)nn3-c2ccccc2)c2ccccc21 (centres undefined),-0.799,13.0%,-1.19,-2.0,0.81,0.0,108.8,1.79,-8.8
Cc1ccc(C)c(S(=O)(=O)C(C#N)c2nc3ccccc3nc2N2CCOCC2)c1 (centres undefined),0.339,3.0%,1.4,0.5,-0.893,5.7,83.0,1.24,-4.0

# Additional structures.
SMILES,D1 mod,NADH coupling,M1 agonist,HTR1A agonist,M1 antagonist,E coli RNAP,Her2 expr inh,Autofluor 339,Hsp90 block
Cc1oc(-c2cccc(Cl)c2)nc1CN1CCC(C(=O)NCC2CCCO2)CC1 (centres undefined),-0.515,5.0%,-0.0493,-3.9,0.0167,3.4,100.0,1.14,-4.5
O=C1c2ccccc2C(Nc2ccc3c(c2)OCCO3)N1c1ccccn1 (centres undefined),0.0872,1.0%,-0.589,-1.4,0.0556,-9.5,92.7,1.1,-0.7
COCCCn1c(SCC(=O)N2CCCC(C)C2)nnc1-c1ccco1 (centres undefined),1.23,10.0%,-0.24,-1.1,-0.687,9.9,144.3,1.12,1.3
Cc1cc(C(F)(F)F)n2nc(C(=O)O)c(Cl)c2n1,-0.00973,2.0%,0.381,-0.9,0.463,8.7,60.6,1.14,-0.7
O=C(C1CCC(=O)N1Cc1cccnc1)N1CCN(c2ccc(F)cc2)CC1 (centres undefined),-0.56,1.0%,1.19,0.5,0.587,5.8,76.9,1.08,-0.7
COc1ccc(OC)c(-n2cnc3cc(C(=O)O)ccc32)c1,-0.706,7.0%,-0.188,-0.8,0.138,5.2,112.6,1.17,37.2
CCO/C=N/c1c(C#N)c(CC#N)nn1-c1ccccc1,0.401,2.0%,-0.312,/,-0.0829,2.6,162.0,1.12,/
NC(=O)c1c(NC(=O)CSc2nnc(-c3ccco3)n2-c2ccccc2)sc2c1CCC2,4.75*,3.0%,-1.96,-1.1,-0.0238,-7.0,71.2,1.06,-0.8
CCCCC(=O)Nc1cccc(NC(=O)c2ccc3c(c2)OCO3)c1,-1.28,4.0%,0.0433,-4.0,-0.0393,1.6,84.7,1.12,4.1
O=C(NCCCc1ccccc1)c1ccccc1O,-0.626,12.0%,-2.02,/,-0.306,3.3,105.7,1.77,/
CC1=C(C(=O)OC(C)C)C(c2cccs2)N2C(=O)CCSC2=N1 (centres undefined),-1.19,3.0%,0.181,0.0,0.154,5.4,72.7,1.05,-4.9
CC1CCN(C(=O)CSc2nnc(Cc3cccn3C)n2-c2ccc(F)cc2)CC1,0.633,6.0%,0.683,-0.8,0.415,9.9,92.9,1.08,-3.0
C/C(N)=C(/C#N)C(=O)COc1ncnc2ccccc12,-0.0451,2.0%,0.239,0.2,-0.00675,10.6,55.0,1.08,-5.0
COc1cc2[nH]c(=S)n(Cc3ccc(C)o3)c(=O)c2cc1OC,2.05,5.0%,0.75,-2.7,0.402,0.6,104.3,1.2,0.9
CNc1cccccc1=S,0.798,7.0%,-0.746,-0.9,1.03,4.2,68.4,1.06,2.8
O=C(Nc1ccc(O)c(C(=O)O)c1)c1ccc2c(c1)C(=O)N(CC1CCCO1)C2=O (centres undefined),-0.0744,1.0%,-1.93,-1.9,-1.01,2.1,62.8,1.06,-4.0
CCCS(=O)(=O)N1CCCC(C(=O)NCCc2ccc(Cl)cc2)C1 (centres undefined),-0.0287,7.0%,-0.102,-3.8,-0.82,2.4,107.5,1.11,-1.2
Nc1ccc2ncccc2c1N,-1.9,3.0%,0.419,2.3,1.03,9.8,-18.6*,0.92,100.7*
CCOC(=O)c1sc(NC(=O)CSc2nnc(-c3ccco3)n2CC)c(C(=O)OCC)c1C,0.0159,5.0%,-0.507,4.3,-0.0655,10.1,75.2,1.03,-14.8
COc1ccccc1NC(=O)C1=C(C)Nc2nnnn2C1c1cccc(C)c1 (centres undefined),0.146,11.0%,-1.53,1.3,0.636,4.4,100.0,1.54,-2.9
Cc1ccc(CSC2=Nc3ccccc3C3=NC(CCC(=O)NCc4ccco4)C(=O)N23)cc1 (centres undefined),1.27,5.0%,-0.147,1.1,0.0201,1.0,97.9,1.56,-1.4
CCOc1cccc(-c2nnc3sc(-c4cc(OC)c(OC)c(OC)c4)nn23)c1,/,5.0%,0.976,-0.4,-0.578,4.6,81.6,1.45,-2.2
O=C(O)C1CCCCC1C(=O)NCCCc1ccccc1 (centres undefined),-0.336,4.0%,-1.15,-1.1,-0.0614,13.2,102.7,1.09,-2.7
COC(=O)c1ccc2nc(C(F)(F)F)[nH]c2c1,-0.303,8.0%,-1.07,1.0,0.602,1.6,85.4,1.03,-3.1
O=C(CSc1nc2ccsc2c(=O)n1NC(=O)c1ccccc1)NCc1ccco1,-0.765,4.0%,-0.196,-1.4,0.197,4.3,99.6,1.21,-2.3

# A draw from above in order of molar mass, lowest first.
SMILES,D1 mod,NADH coupling,M1 agonist,HTR1A agonist,M1 antagonist,E coli RNAP,Her2 expr inh,Autofluor 339,Hsp90 block
Nc1ccc2ncccc2c1N,-1.9,3.0%,0.419,2.3,1.03,9.8,-18.6*,0.92,100.7*
O=C(NCCCc1ccccc1)c1ccccc1O,-0.626,12.0%,-2.02,/,-0.306,3.3,105.7,1.77,/
CC1=C(C(=O)OC(C)C)C(c2cccs2)N2C(=O)CCSC2=N1 (centres undefined),-1.19,3.0%,0.181,0.0,0.154,5.4,72.7,1.05,-4.9
CCCS(=O)(=O)N1CCCC(C(=O)NCCc2ccc(Cl)cc2)C1 (centres undefined),-0.0287,7.0%,-0.102,-3.8,-0.82,2.4,107.5,1.11,-1.2

# Random excerpt: 4 compounds from above, in no set order.
SMILES,D1 mod,NADH coupling,M1 agonist,HTR1A agonist,M1 antagonist,E coli RNAP,Her2 expr inh,Autofluor 339,Hsp90 block
CCOc1cccc(-c2nnc3sc(-c4cc(OC)c(OC)c(OC)c4)nn23)c1,/,5.0%,0.976,-0.4,-0.578,4.6,81.6,1.45,-2.2
CCCS(=O)(=O)N1CCCC(C(=O)NCCc2ccc(Cl)cc2)C1 (centres undefined),-0.0287,7.0%,-0.102,-3.8,-0.82,2.4,107.5,1.11,-1.2
CNc1cccccc1=S,0.798,7.0%,-0.746,-0.9,1.03,4.2,68.4,1.06,2.8
CCO/C=N/c1c(C#N)c(CC#N)nn1-c1ccccc1,0.401,2.0%,-0.312,/,-0.0829,2.6,162.0,1.12,/

# Remaining list, next part.
SMILES,D1 mod,NADH coupling,M1 agonist,HTR1A agonist,M1 antagonist,E coli RNAP,Her2 expr inh,Autofluor 339,Hsp90 block
CCn1c(=O)cc(NC2=NCC(C)CN2c2cccc(Cl)c2)n(C)c1=O (centres undefined),/,4.0%,0.413,0.0,0.27,4.5,128.8,1.1,0.2
O=C(CSc1nnc(-c2ccco2)n1Cc1ccccc1)OC1CCCCC1,-0.574,2.0%,1.79,1.9,0.586,9.6,80.1,1.03,-0.3
CCOc1cc(C2CC(=O)NC(SCC)=C2C#N)ccc1O (centres undefined),4.52*,3.0%,0.277,-2.8,0.672,-0.8,60.8,1.09,-0.5
c1ccc(CCN2CCN(c3ncnc4c3cnn4-c3ccccc3)CC2)cc1,0.0306,4.0%,2.08,1.1,-0.59,13.6,/,1.07,-3.2
O=C(OCc1ccco1)c1ccc(S(=O)(=O)N2CCCCC2)cc1,/,4.0%,-0.881,0.1,-0.0561,-1.4,89.2,1.1,-7.7
COC(=O)c1cc(OC)c(OC)cc1NC(=O)Nc1ccc(OC)cc1OC,0.0826,6.0%,0.769,-2.8,0,4.3,101.5,1.38,-2.8
